Compound activity deposited in PubChem by National Center for Advancing Translational Sciences (NCATS).
EPAC1 antagonist: qHTS for Antagonist of cAMP-regulated guanine nucleotide exchange factor 3 (EPAC1): primary screen; Rap guanine nucleotide exchange factor 3 (Homo sapiens), O95398; AID 720709, 2013; Potency, µM (titrated, usually from 115 µM), without a hit: top-dose activity change, negative = inhibition, actives largely listed as inhibitors; EPAC1 GEF assay, Rap1b-BODIPY-GDP exchange fluorescence; actives 0.14% (n = 360,000);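 also: potency is read from the fitted curve at half-maximal effect; plate controls were vehicle for no effect and positive control for full effect; nearly all actives have a fitted effect of over 50% in size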
CCT modulator: High-Throughput Screening for Modulators of Cytosolic Chaperonin Activity | activity change, % (concentration not given with the values), hits read low | actives 0.3% (n = 360,000) | AID 651819, 2012 | purified chaperonin ATPase assay, HTRF ADP detection, 30 min; in the data active = activity change below about -30%; also: % is scaled to controls: 0 for no effect and ±100 for the full control effect
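ATPase activity: ADP formed was measured by HTRF Transcreener (665/615 nm ratio) after 30 min at 37 deg C with 10 uM ATP. Compounds screened at one 76 uM concentration against 40 or 20 nM TRiC in Tris pH 7.4/KCl/MgCl2/DTT buffer.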
MmCpn inh: Inhibitors of TCP-1 ring complex (TRiC) of Methanococcus maripaludis (MmCpn): qHTS | Chaperonin Mm-Cpn (Methanococcus maripaludis) | purified Mm-Cpn ATPase, ADP Transcreener TR-FRET | Potency, µM (titrated, usually from 76.9 µM), for the others: at the top dose activity, negative = inhibition, most hits filed as inhibitors | actives 0.031% (n = 330,000); also: potency is read from the fitted curve at half-maximal effect; % is scaled to controls: 0 for no effect and ±100 for the full control effect; nearly all actives have a fitted effect of over 80% in size
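Inhibition of chaperonin ATP hydrolysis is measured as reduced ADP production, detected by competitive TR-FRET in which signal falls with ADP. Final enzyme 25 nM and ATP 10 uM, reacted 30 min at 37°C.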
WRN helicase inh: qHTS for Inhibitors of WRN Helicase; Bifunctional 3'-5' exonuclease/ATP-dependent helicase WRN (Homo sapiens), Q14191; WRN helicase unwinding, fluorescent forked duplex, kinetic; Potency, µM (series often up to 114 µM), for inactives: top-dose activity change, negative = inhibition, actives largely listed as inhibitors; actives 0.46% (n = 360,000); AID 651768, 2012; also: potency is read from the fitted curve at half-maximal effect; % is scaled to controls: 0 for no effect and ±100 for the full control effect; nearly all actives have a fitted effect of over 55% in size
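Kinetic red-fluorescence monitoring (525/598 nm) tracks WRN helicase activity after 100 nM fluorophore-quencher forked duplex and 2 mM ATP are added to 20 nM enzyme pretreated 15 min at room temperature with compound.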
EPAC2 antagonist: qHTS for Antagonist of cAMP-regulated guanine nucleotide exchange factor 2 (EPAC2): primary screen. Rap guanine nucleotide exchange factor 4 (Homo sapiens), Q8WZA2. EPAC2 GEF exchange of Rap1B-BODIPY-GDP, fluorescence. Potency, µM (series often up to 114 µM), without a hit: at the highest dose activity, negative = inhibition, usual class: inhibitors. actives 0.18% (n = 360,000). AID 720708, 2013; also: potency is read from the fitted curve at half-maximal effect; % is scaled to controls: 0 for no effect and ±100 for the full control effect; nearly all actives have a fitted effect of over 45% in size; many of its hits are not listed in these tables
PLK1 PBD block: qHTS for Inhibitors of PLK1-PDB (polo-like kinase 1 - polo-box domain): Primary Screen | AID 720504, 2013 | actives 2.8% (n = 360,000) | Plk1 PBD binding of FITC phosphopeptide, fluorescence polarization | Potency, µM, inactives show max response, negative = inhibition, hits mostly inhibitors | Serine/threonine-protein kinase PLK1 (Homo sapiens), P53350; also: potency is read from the fitted curve at half-maximal effect; series mostly up to about 57 µM; % is scaled to controls: 0 for no effect and ±100 for the full control effect; nearly all actives have a fitted effect of over 65% in size
Target sequence (P53350 whole entry, looked up, the tested form may be a part): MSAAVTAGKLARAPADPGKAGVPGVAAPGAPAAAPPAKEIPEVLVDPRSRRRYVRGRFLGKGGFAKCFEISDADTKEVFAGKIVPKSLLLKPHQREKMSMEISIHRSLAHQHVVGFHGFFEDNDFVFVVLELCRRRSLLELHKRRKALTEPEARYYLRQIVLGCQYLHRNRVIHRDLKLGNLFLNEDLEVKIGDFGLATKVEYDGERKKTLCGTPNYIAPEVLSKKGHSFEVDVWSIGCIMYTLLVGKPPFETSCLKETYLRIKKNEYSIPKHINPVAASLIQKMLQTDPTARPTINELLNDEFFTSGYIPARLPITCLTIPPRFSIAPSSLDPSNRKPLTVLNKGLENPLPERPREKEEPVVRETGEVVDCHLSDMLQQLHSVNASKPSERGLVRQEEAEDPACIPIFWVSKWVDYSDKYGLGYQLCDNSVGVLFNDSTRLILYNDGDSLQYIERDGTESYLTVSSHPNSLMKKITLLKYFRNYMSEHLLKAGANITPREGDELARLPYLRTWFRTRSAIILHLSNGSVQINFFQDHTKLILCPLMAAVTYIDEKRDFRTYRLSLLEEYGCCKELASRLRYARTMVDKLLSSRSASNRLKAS
EPAC1 ag: qHTS for Agonist of cAMP-regulated guanine nucleotide exchange factor 3 (EPAC1): primary screen; actives 0.073% (n = 360,000); Rap guanine nucleotide exchange factor 3 (Homo sapiens), O95398; Potency, µM (titrated, usually from 154 µM), without a hit: at the highest dose activation, hits mostly activators; EPAC1 agonist qHTS, biochemical assay; response scale: 100% = response to 6.5 mM cAMP; also: potency is read from the fitted curve at half-maximal effect; nearly all actives have a fitted effect of over 60% in size
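Multi-concentration qHTS readout: loss of Rap1B-bound BODIPY-GDP fluorescence driven by 100 nM EPAC1 with excess GDP (50 uM), monitored kinetically at room temperature; agonist response expressed relative to 6.5 mM cAMP.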
PI5P4Ka inh: qHTS for Inhibitors of phosphatidylinositol 5-phosphate 4-kinase (PI5P4K); PI5P4Kalpha enzyme, ADP-Glo luminescence, 60 min; active compounds read low; Phosphatidylinositol 5-phosphate 4-kinase type-2 alpha (Homo sapiens), P48426; AID 652105, 2013; actives 1.2% (n = 330,000); max response, %; active = max response of -50% or lower; inconclusive = between -30% and -50%; inactive = -30% or higher; also: value at the top dose of about 77 µM; % is scaled to controls: 0 for no effect and ±100 for the full control effect
Target sequence (P48426 whole entry, looked up): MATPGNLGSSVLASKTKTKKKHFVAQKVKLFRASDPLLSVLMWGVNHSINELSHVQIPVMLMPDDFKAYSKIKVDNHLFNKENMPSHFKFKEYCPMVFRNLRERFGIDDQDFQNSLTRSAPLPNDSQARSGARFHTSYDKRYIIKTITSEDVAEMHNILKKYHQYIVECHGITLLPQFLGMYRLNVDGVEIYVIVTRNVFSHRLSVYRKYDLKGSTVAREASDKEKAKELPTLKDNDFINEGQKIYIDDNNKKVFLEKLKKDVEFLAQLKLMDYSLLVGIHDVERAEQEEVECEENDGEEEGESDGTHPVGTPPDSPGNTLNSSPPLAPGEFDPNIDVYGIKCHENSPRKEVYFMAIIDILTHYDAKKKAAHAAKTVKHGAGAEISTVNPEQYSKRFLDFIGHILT
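Single end-point luminescence (ADP-Glo) quantified ADP from PI5P4Kalpha turnover; ATP 5 microM final, 1 h at RT, 0.1% CHAPS and 0.28 mM EGTA in HEPES pH 7.4.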
* hit, by the source's call; ? = inconclusive; . = no result given; [ ] = remark or other dose. Unless noted, calls follow the shape of the dose curve; as a rule, active = well fitted curve in the direction sought with a large enough effect; inconclusive = small, poorly fitted or top-dose-only effect, or another doubt; inactive = no such curve, though single readings can be large; an effect the other way counts as inactive or inconclusive. Some of the compounds tested, so the mix of outcomes need not match the whole.

SMILES	EPAC1 antagonist	CCT modulator	MmCpn inh	WRN helicase inh	EPAC2 antagonist	PLK1 PBD block	EPAC1 ag	PI5P4Ka inh
O=C(CSCc1ccc(Cl)cc1Cl)Nc1ccccc1C(=O)Nc1ccc(C(=O)O)cc1	-15%	2.7	-1%	-6%	13%	-9%	-7%	-3
CC(NCC(O)COCc1cccs1)C1CC2CCC1C2 (centres undefined)	9%	-0.4	-2%	10%	6%	-7%	-4%	1
COc1cn(-c2ccccc2)nc1C(=O)OCC(=O)Nc1ccc(C)c(C)c1	3%	-1.0	1%	3%	9%	-3%	15%	1
Cc1ccc(CN2C(=O)NC(Cc3c[nH]c4ccccc34)C2=O)cc1 (centres undefined)	2%	1.4	2%	-21%	-2%	-9%	2%	6
Cc1ccc2nc(SCc3nnc(-c4cccs4)o3)[nH]c2c1	-4%	-1.7	0%	-18%	-4%	-5%	16%	4
CCOC(=O)CC1COc2ccccc2N1C(=O)c1ccc(F)cc1 (centres undefined)	0%	1.2	-10%	-3%	-3%	1%	6%	2
CSc1ccccc1NC(=O)CN(C)S(=O)(=O)c1ccc(F)cc1	8%	-2.2	1%	-1%	10%	1%	3%	2
COc1ccc(C(=O)OC(C)C(=O)NC2CCCC2)cc1S(=O)(=O)N1CCOCC1 (centres undefined)	-7%	-0.2	-2%	7%	6%	2%	-3%	-2
COc1ccc(-c2cn3cc(C)ccc3n2)cc1F	8%	0.6	-3%	-6%	-6%	9.5µM*	7%	?
CCN(CC)CCN(C(=O)CN1C(=O)CCC1=O)c1nc2cc3c(cc2s1)OCO3	-10%	-1.1	-1%	5%	7%	3%	-12%	2
Cc1ccc2[nH]c(-c3cccc(N)c3)cc2c1	-7%	2.8	-15%	-18%	-12%	-1%	13%	6
CCN(CC)S(=O)(=O)c1ccc(N2CCCC2)c(NC(=O)CSCc2c(C)noc2C)c1	-5%	-1.4	.	11%	-3%	-8%	-6%	-9

Some of these compounds in order of heavy-atom count, descending:
SMILES	EPAC1 antagonist	CCT modulator	MmCpn inh	WRN helicase inh	EPAC2 antagonist	PLK1 PBD block	EPAC1 ag	PI5P4Ka inh
O=C(CSCc1ccc(Cl)cc1Cl)Nc1ccccc1C(=O)Nc1ccc(C(=O)O)cc1	-15%	2.7	-1%	-6%	13%	-9%	-7%	-3
CCN(CC)CCN(C(=O)CN1C(=O)CCC1=O)c1nc2cc3c(cc2s1)OCO3	-10%	-1.1	-1%	5%	7%	3%	-12%	2
COc1cn(-c2ccccc2)nc1C(=O)OCC(=O)Nc1ccc(C)c(C)c1	3%	-1.0	1%	3%	9%	-3%	15%	1
CCOC(=O)CC1COc2ccccc2N1C(=O)c1ccc(F)cc1 (centres undefined)	0%	1.2	-10%	-3%	-3%	1%	6%	2
CSc1ccccc1NC(=O)CN(C)S(=O)(=O)c1ccc(F)cc1	8%	-2.2	1%	-1%	10%	1%	3%	2
Cc1ccc2nc(SCc3nnc(-c4cccs4)o3)[nH]c2c1	-4%	-1.7	0%	-18%	-4%	-5%	16%	4
CC(NCC(O)COCc1cccs1)C1CC2CCC1C2 (centres undefined)	9%	-0.4	-2%	10%	6%	-7%	-4%	1
COc1ccc(-c2cn3cc(C)ccc3n2)cc1F	8%	0.6	-3%	-6%	-6%	9.5µM*	7%	?

Other results follow.
SMILES	EPAC1 antagonist	CCT modulator	MmCpn inh	WRN helicase inh	EPAC2 antagonist	PLK1 PBD block	EPAC1 ag	PI5P4Ka inh
Fc1cccc(Cl)c1Cn1nnc2c(NCc3ccncc3)ncnc21	5%	-0.4	1%	-11%	6%	-1%	7%	-12
CC1(C)CC(=O)C2=C(C1)N(Cc1cccnc1)C(=O)C2(NC(=O)C1CC1)C(F)(F)F (centres undefined)	8%	-3.1	1%	2%	9%	-5%	4%	.
CC(=O)NC(c1ccccc1)c1nc(-c2cccnc2)cs1 (centres undefined)	-7%	-17	.	-1%	-21%	-1%	8%	6
CC1CC(=O)Nc2ccccc2N1C(=O)COc1ccc2ccccc2c1 (centres undefined)	-5%	0.9	-1%	-6%	-2%	-7%	9%	-3
OCC[C@@H]1C[C@H](O)[C@@H](O)[C@@]2(CCCCO2)O1	-1%	-1.0	.	4%	13%	-5%	3%	-8
CCOC(=O)C1=C(CNCCc2ccc(Cl)cc2)NC(=O)NC1c1ccc2c(c1)OCO2 (centres undefined)	-16%	-2.2	-1%	-9%	-4%	-3%	14%	11
Cc1cc2cc(CNC(=O)CCC(=O)O)ccc2n1C	-8%	-0.1	?	2%	8%	4%	-2%	-5
COCCNC(=O)COC(=O)c1ccc(OCC(=O)Nc2ccccc2OC)c(OC)c1	-24%	0.5	-2%	4%	7%	-17%	-13%	5
COc1cc(NC(=O)c2ccc(Cl)cc2)c(OC)cc1NC(=O)CN1CCOCC1	-2%	-2.9	0%	1%	-4%	-5%	3%	2
O=C(NCC(=O)N(c1ccccc1)C(C(=O)NC1CCCCC1)c1ccncc1)c1ccco1 (centres undefined)	-8%	-2.8	0%	-8%	5%	-4%	3%	-1
CC1(Oc2cnc(Cl)c3ccccc23)CCN(Cc2ccc(OC(F)(F)F)cc2)C1 (centres undefined)	-6%	-1.4	.	-2%	1%	-1%	-14%	24
CCCCNC(=O)[C@H]1N2C(=O)c3c(ccc(OC)c3OC)C2SC1(C)C (some centres undefined)	15%	-0.2	0%	8%	4%	-10%	-6%	-8
O=C(CCCOc1ccccc1)Nc1ccc(Cl)c(S(=O)(=O)N2CCOCC2)c1	-1%	-2.2	1%	-4%	-15%	4%	14%	8
O=C(OCC(=O)N1CCOCC1)c1cccc(S(=O)(=O)Nc2ccc(F)cc2)c1	8%	0.7	-1%	-1%	2%	-6%	-8%	-10
O=C(Cn1nc(C(F)(F)F)c2c1CCCC2)N1CCOCC1	-9%	1.4	-4%	-1%	2%	-5%	9%	6
CCOCCCNCc1cc(Cl)cc(Cl)c1OCC	-7%	0.9	1%	5%	18%	3%	-4%	2
Cc1cc(NC(=O)CSc2nnc3c(C)cc4c(C)ccc(C)c4n23)no1	13%	-1.6	-1%	1%	7%	-3%	-3%	.
CN1CC(=O)N(CC(=O)Nc2ccc(N(C)C)cc2)c2ccccc2C1=O	-17%	-1.2	.	-3%[57.1 µM]	3%	-1%	14%	-4
O=C(NC(=S)N1CCN(Cc2ccccc2)CC1)c1ccco1	1%	-0.2	-1%	1%	4%	-5%	-1%	-1
Cc1ccc(C(=O)Nc2nc(-c3ccc(F)cc3)cs2)o1	-17%	0.7	-1%	-3%	-16%	-2%	5%	-1
COCc1cc(C)nc(NCCO)c1C#N	0%	-1.0	.	-1%	-4%	-21%	1%	1
Nc1nonc1-n1nnc(C(=O)N/N=C/c2ccc(OCc3cccc(Cl)c3)cc2)c1CN1CCCCC1	-1%	-1.5	0%	5%	-7%	-10%	8%	8
O=C(NC1=NCCS1)c1ccc(Cl)c(S(=O)(=O)N2CCCCC2)c1	-6%	-0.2	2%	-5%[57.1 µM]	0%	-9%	-6%	7
CCN1CCCC(CO)(Cc2ccccc2)C1 (centres undefined)	-3%	-0.8	0%	1%	-9%	-2%	-9%	2
COc1ccc(-c2cc(C)no2)cc1S(=O)(=O)N1CC(=O)Nc2ccccc21	-23%	-2.4	1%	-6%[57.1 µM]	1%	-5%	-4%	-3
CCCCCC(=O)Nc1ccc(Cl)cn1	-10%	2.5	1%	-2%	-4%	-3%	0%	.
COc1cc2cnc(C3=CCCCC3)cc2cc1OC	-5%	-1.3	1%	-4%	-15%	-10%	8%	4
CC1CCCCN1C(=S)Nc1ccc2nc3n(c(=O)c2c1)CCCCC3 (centres undefined)	6%	-0.5	0%	5%	7%	-13%	-6%	-1
COc1ccc(/C=C/c2nc3ccccc3n2Cc2ccc(OC)c(OC)c2)cc1	?	1.4	-6%	-10%	-7%[57.1 µM]	?	-4%	7
COc1ccc(C(=O)c2ccc(Cl)cc2)c2ccccc12	-10%	-3.4	0%	-2%	?	-18%	12%	-4
Cc1cc(NC(=O)CCC(=O)N(CCC(C)C)C(C(=O)NC2CCCC2)c2cccnc2)no1 (centres undefined)	-21%	-1.6	-2%	10%	-5%	-8%	14%	9
COc1ccc(OC)c2c1cc(C(=O)N[C@H](C(=O)N1CCC[C@H]1C(=O)O)C(C)C)n2C	-7%	0.5	-2%	7%	12%	0%	-28%	1
COCCCN1C(=O)c2ccc(C(=O)OCC(=O)NCCc3ccccc3)cc2C1=O	-18%	-0.7	2%	-8%	-7%	-10%	4%	1
OCC[C@@H]1C[C@H](O)[C@@H](O)[C@@]2(OCc3ccccc32)O1	5%	1.9	-1%	7%	-3%	-15%	4%	0
Cc1cccc(NC(=S)N2CCN(S(=O)(=O)c3ccc(F)cc3)CC2)c1	-19%	-1.3	-1%	6%	-6%	-6%	7%	-4
Cc1c(NC(=O)C(C)OC(=O)CNC(=O)c2ccc(C(C)(C)C)cc2)c(=O)n(-c2ccccc2)n1C (centres undefined)	4%	0.9	-3%	-8%	-4%	5%	0%	0
O=C(NC(=S)Nc1ncccn1)c1ccccc1Cl	0%	-2.1	0%	4%	-2%	-6%	5%	-4
COc1ccc(NC(=O)CC2Nc3cc(C)c(C)cc3NC2=O)c([N+](=O)[O-])c1 (centres undefined)	-12%	-1.3	-7%	-10%	-1%	-16%	-2%	0
